Assay outcomes deposited in PubChem BioAssay by National Center for Advancing Translational Sciences (NCATS).
EPAC1 antagonist: antagonists of human EPAC1 | EPAC1 GEF assay, Rap1b-BODIPY-GDP exchange fluorescence | AID 720709 | O95398 | 0.14% of 360,000 active | Potency, µM (top dose mostly 115 µM), without a hit: at the top dose activity change, negative = inhibition, hits mostly inhibitors;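 further: plate controls were vehicle for no effect and positive control for full effect; nearly all actives have a fitted effect of over 50% in size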
Target sequence (O95398 whole entry, looked up): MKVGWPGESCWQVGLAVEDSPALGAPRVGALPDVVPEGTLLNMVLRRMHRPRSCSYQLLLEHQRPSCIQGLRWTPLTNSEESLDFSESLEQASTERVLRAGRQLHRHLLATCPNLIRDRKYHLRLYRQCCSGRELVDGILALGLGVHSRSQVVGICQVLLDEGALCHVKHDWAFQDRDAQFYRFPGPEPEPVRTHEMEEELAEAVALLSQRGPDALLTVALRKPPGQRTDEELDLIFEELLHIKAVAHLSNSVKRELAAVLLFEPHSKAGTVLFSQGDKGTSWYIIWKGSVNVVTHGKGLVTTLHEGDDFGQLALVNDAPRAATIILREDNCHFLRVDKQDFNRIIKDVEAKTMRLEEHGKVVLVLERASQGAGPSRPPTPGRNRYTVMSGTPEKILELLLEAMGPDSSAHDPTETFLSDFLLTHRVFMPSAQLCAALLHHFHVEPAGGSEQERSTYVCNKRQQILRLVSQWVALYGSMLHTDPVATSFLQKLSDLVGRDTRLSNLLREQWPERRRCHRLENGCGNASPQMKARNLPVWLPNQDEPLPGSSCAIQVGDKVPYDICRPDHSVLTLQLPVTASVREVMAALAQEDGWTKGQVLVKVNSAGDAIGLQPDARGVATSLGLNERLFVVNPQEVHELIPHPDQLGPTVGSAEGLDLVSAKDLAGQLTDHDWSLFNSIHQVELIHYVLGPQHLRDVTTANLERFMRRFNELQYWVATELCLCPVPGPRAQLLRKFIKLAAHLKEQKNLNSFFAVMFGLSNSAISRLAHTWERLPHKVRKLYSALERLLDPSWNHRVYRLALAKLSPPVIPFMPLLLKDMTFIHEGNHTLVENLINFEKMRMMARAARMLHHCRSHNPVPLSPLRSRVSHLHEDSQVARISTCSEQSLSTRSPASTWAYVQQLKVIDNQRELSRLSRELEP
EPAC2 antag: antagonists of human EPAC2; Q8WZA2; EPAC2 GEF exchange of Rap1B-BODIPY-GDP, fluorescence; Potency, µM (doses to about 114 µM), inactives show at the top dose activity, negative = inhibition, usual class: inhibitors; 0.18% of 360,000 active; further: on the % scale 0 is the no-effect control and ±100 the full control effect; nearly all actives have a fitted effect of over 45% in size; many of its hits are not listed in these tables
EPAC1 agonist: agonists of human EPAC1. EPAC1 agonist qHTS, biochemical assay; response scale: 100% = response to 6.5 mM cAMP. Potency, µM (series often up to 154 µM), for inactives: at the top dose activation, actives largely listed as activators. 0.073% of 360,000 active. AID 720707; further: nearly all actives have a fitted effect of over 60% in size
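Nucleotide exchange assay: 100 nM EPAC1 with 250 nM Rap1B loaded with BODIPY-GDP and 50 uM GDP, room temperature. Fluorescence (480/540 nm) read every 5 min for 30 min; signal change normalized to 6.5 mM cAMP as full agonist.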
FUS yeast rescue: suppressors of FUS proteinopathy in yeast; Potency, µM (highest dose often 76.6 µM), for the others: top-dose growth rescue (activation), actives largely listed as activators; S. cerevisiae FUS-expressing, growth rescue, OD600, 24 h; 0.24% of 390,000 active;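 further: plate controls were DMSO vehicle for no effect and reference control for full effect; nearly all actives have a fitted effect of over 55% in size; some results filed as inactive show a strong effect at the top dose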
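S. cerevisiae expressing FUS from galactose induction served as the toxicity model. Growth after 24hr at 30C, read as absorbance at 600 nm, indicates suppression of toxicity; compounds dosed at several concentrations.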
PTHR1 ag: PTHR1 (human) receptor agonism | Q03431 | HEK293 GP2 PTHR1 cells, GloSensor cAMP luminescence, 1 h | Potency, µM (highest dose often 115 µM), inactives show top-dose activation, usual class: activators | 0.075% of 410,000 active; further: nearly all actives have a fitted effect of over 55% in size; some results filed as inactive show a strong effect at the top dose; inactives centre near -15; many of its hits are not listed in these tables
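HEK-293-derived GP2 cells expressing PTHR1 and a GloSensor cAMP reporter, 3,000/well, plated overnight, given luciferin plus IBMX (each 0.5 mM as added) for 1 h at 37 °C, then compound for 1 h at 37 °C. Luminescence was read after 15 min at room temperature.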
TDP-43 yeast inh: inhibitors of TDP-43 toxicity in yeast; TDP-43 expressing yeast growth rescue, BacTiter-Glo, 24 h; Potency, µM (series often up to 46.1 µM), without a hit: at the top dose growth rescue (activation), actives largely listed as activators; 1.8% of 410,000 active; AID 652104; further: % of control where 0% means no effect; nearly all actives have a fitted effect of over 50% in size
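Galactose-induced TDP-43 yeast, OD600=0.02, compound pinned; 24 hr, 30 deg C; BacTiter-Glo luminescence for growth. Inhibitors of TDP-43 toxicity read as activators.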
aSyn yeast inh: alpha-synuclein toxicity inhibition in yeast. Yeast expressing alpha-synuclein, growth rescue, BacTiter-Glo, 24 h. Potency, µM (highest dose often 46.1 µM), for inactives: top-dose growth rescue (activation), actives largely listed as activators. 0.14% of 370,000 active. AID 652106; further: % of control where 0% means no effect; nearly all actives have a fitted effect of over 65% in size
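Rescue of yeast growth: cells expressing toxic alpha-synuclein, induced in galactose at OD600 0.02, incubated with compound 24 h at 30 C. ATP luminescence quantified growth; inhibitors of toxicity appear as activators.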
EPAC2 agonist: agonists of human EPAC2 (RAPGEF4); Q8WZA2; Potency, µM (doses to about 154 µM), without a hit: at the top dose activation, usual class: activators; EPAC2 activation, biochemical qHTS; response scale: 100% = 6.5 mM cAMP response; 0.079% of 360,000 active; further: nearly all actives have a fitted effect of over 50% in size
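In this primary screen, activation is scored as increased exchange of BODIPY-GDP from Rap1B by 100 nM EPAC2, with 50 uM GDP as competitor. Signal is normalized to the 6.5 mM cAMP agonist control.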
An asterisk follows results filed as active; i = inactive; ? = inconclusive; nt = not tested or not shown; & = joins results of further samples; [ ] = remark or other dose. The call rests on the fitted dose curve; in most records, active means well fitted curve in the direction sought with a large enough effect; inconclusive means small, poorly fitted or top-dose-only effect, or another doubt; inactive means no such curve, though single readings can be large; an effect the other way counts as inactive or inconclusive. Potency means the concentration at half of the fitted maximal effect.

no.	Molecule	EPAC1 antagonist	TDP-43 yeast inh	EPAC1 agonist	EPAC2 agonist	EPAC2 antag	PTHR1 ag	FUS yeast rescue	aSyn yeast inh
1	Cc1ccc2cc3cc(C(=O)NCCCN4CCCC4=O)oc3nc2c1	-9%	-7%	8%	6%	-1%	-14%	-1%	-6%
2	COc1ccccc1N1CCN(CC(=O)c2c(C)[nH]c3cc(C)ccc23)CC1	9%	-17%	11%	-4%	11%	i	-4%	-4%
3	COc1cccc(C(=O)N2CCN(c3ccc(N4CCOCC4)nn3)CC2)c1	7%	0%	1%	7%	26%	-23%	14%	-2%
4	COc1cc2ccc(=O)oc2c(O)c1O	8%	-5%	-25%	1%	10%	-23%	-17%	-3%
5	Cc1ccccc1Cn1nnc(-c2cccc(C(=O)O)c2)n1	1%	11%	5%	1%	2%	-12%[57.5 µM]	31%	2%
6	CC(C)C[C@H](NC(=O)OC(C)(C)C)C(=O)N[C@@H](CO)[C@H](O)[C@@H]1C[C@@H]1C(=O)NC1CCCCC1	14%	0%	-13%	-6%	-7%	-8%	-6%	0%
7	CCn1c(SCC(=O)NCc2ccccc2)nc2c(c1=O)SC(C)C2 (configuration not stated)	-4%	5%	9%	5%	-4%	i	-11%	-1%
8	CCOC(=O)N1CCC(N2CC34C=CC(O3)C(C(=O)O)C4C2=O)CC1 (configuration not stated)	9%	10%	6%	4%	7%	-51%[inhibitor]	-14%	6%
9	Cc1ccc(S(=O)(=O)NC(=O)COc2ccc(Cl)cc2Cl)cc1	-34%	?	-1%	7%	-20%	-9%	7%	-12%
10	COc1ccc(N(CC(=O)Nc2ccc3c(c2)OCO3)S(=O)(=O)c2c(C)nn(C)c2C)cc1	5%	23%	-2%	11%	-10%	i	-6%	1%
11	CSc1nc(NCC(C)C)nc(N2CCOCC2)n1	-19%	?	0%	5%	-1%	i	10%	1%
12	Cc1oc2ccc(OCc3c(F)cccc3Cl)cc2c1C(=O)O	7%	2%	1%	4%	0%	i	-18%	-6%
13	Cc1ccc(C(=O)N/C(N)=N/c2nc3ccccc3o2)cc1	-1%	-2%	9%	0%[15.6 µM]	2%	i	-32%	-5%
14	O=C(OCn1ncc(Cl)c(Cl)c1=O)c1ccccc1Cl	-28%	5.6µM*	1%	5%	?	-37%[inhibitor]	-4%	11%
15	O=C(Nc1ccncc1)c1cc(S(=O)(=O)N2CCOCC2)ccc1Cl	-12%	4%	8%	-1%	-1%	i	-3%	-8%
16	CCc1ccc(OCc2nnc(SCc3ccc(C(=O)O)cc3)o2)cc1	-28%	-2%	5%	2%	-15%	-5%	16%	11%
17	CN1/C(=C\C(=O)Nc2cccc(Cl)c2)C(C)(C)c2ccccc21	-9%	-8%[0.397 µM]	-2%	9%	-1%	-89%[inhibitor]	23%	-8%
18	CCOc1ccc(/C(O)=C2/C(=O)C(=O)N(c3ccccn3)C2c2ccc(Cl)cc2)c(C)c1 (configuration not stated)	-29%	-57%[inhibitor]	-15%	-9%	?	-53%[inhibitor]	?	20%
19	CCOC(=O)C1CCCN(C(=O)c2ccc(Cn3c(=S)[nH]c4cc(C(=O)OC)ccc4c3=O)cc2)C1 (configuration not stated)	-3%	1%	7%	-2%	-4%	-19%	27%	-8%
20	CCCCOc1ccc(C(C)NC(=O)CCS(=O)(=O)Cc2ccccc2F)cc1 (configuration not stated)	-5%	-15%	-10%	-12%	1%	i	1%	2%
21	C=CCN1CC(O)=C(c2ccccc2)C1=N	2%	-16%	-2%	7%	2%	i	2%	-3%
22	O=C(Nc1cc([N+](=O)[O-])ccc1O)c1cccc(NC(=O)c2ccco2)c1	-11%	-5%	-10%	-2%	-2%	i	24%	-2%
23	Cc1ccc(C(C)n2cc(C(=O)NCc3ccncc3)nn2)cc1 (configuration not stated)	1%	9%	7%	0%	4%	i	10%	-1%
24	N/C(=N\OC(=O)c1ccc(Cl)c([N+](=O)[O-])c1)c1ccccn1	?	16µM*	-7%	10%	-2%	-17%	2%	-6%
25	CC(NC(=O)C1CCN(Cc2ccc(Oc3ccccc3)cc2)CC1)c1cccc2ccccc12 (configuration not stated)	11%	-3%	-8%	12%	21%	-28%	22%	-29%

(listing goes on)
no.	Molecule	EPAC1 antagonist	TDP-43 yeast inh	EPAC1 agonist	EPAC2 agonist	EPAC2 antag	PTHR1 ag	FUS yeast rescue	aSyn yeast inh
26	O=[N+]([O-])c1ccc(/C=N/Nc2ncccc2[N+](=O)[O-])s1	5%	-33%[inhibitor]	-5%	4%	17%	-18%	0%	-2%
27	CCOC(=O)C/C(N)=N/N(C)c1ncc(C(F)(F)F)cc1Cl	4%	-21%	-16%	-19%	4%	i	14%	6%
28	O=C(COc1ccccc1Cl)NCc1ccccc1	-19%	?	-8%	3%	15%	-16%	-7%	10%
29	COc1cc2c(cc1OC)C(COc1ccccc1OC)N(C(=O)c1ccc(S(=O)(=O)N3CCCC3)cc1)CC2 (configuration not stated)	nt	2%	nt	nt	nt	-35%[inhibitor]	?	0%
30	CC(C)CCC(CCN1CCCC1)c1ccc2c(c1)OCO2 (configuration not stated)	4%	-15%	-1%	-11%	-8%	i	1%	-6%
31	CCCCCCN1CCN(C2CN(Cc3cn(Cc4cc(C)cc(C)c4)nn3)S(=O)(=O)C2)CC1 (configuration not stated)	-6%	16%	-2%	0%	7%	-73%[inhibitor]	13%	-1%
32	COCc1nnc(NS(=O)(=O)c2ccc([N+](=O)[O-])cc2)s1	-15%	18%	5%	-3%	2%	-2%	17%	2%
33	Cc1cc(OCC(=O)NCCCN(C)C)cc(C)c1Br	-6%	-16%	13%	1%	-2%	-12%[57.5 µM]	0%	0%
34	O=C(O)C/C(=C\c1cc(Br)cs1)c1nc2ccccc2o1	-8%	?	2%	5%	-8%	i	16%	-9%
35	CCOC(=O)C(=CNNc1c(C)csc1C(=O)OC)C(=O)OCC	-28%	9%	4%	11%	-7%	-14%	6%	12%
36	COc1ccc(-n2nc(C(=O)NCC(=O)N3CCCC(C)C3)c3ccccc3c2=O)cc1Cl (configuration not stated)	-7%	?	8%	2%	-8%	i	32%	13%
37	COC(=O)c1sccc1NC(=S)N1CCC(C(N)=O)CC1	3%	12%	4%	11%	2%	i	-5%	-2%
38	CCc1ccc(-c2cc(C)no2)cc1S(=O)(=O)N1CCN(c2ccccn2)CC1	-27%	-6%	-7%	12%	-6%	-38%[inhibitor]	18%	16%
39	COc1cc(CC(=O)NCC2CCCCC2)cc(OC)c1OC	0%	11%	-4%	6%	3%	-12%	-17%	0%
40	COc1cc(N=Nc2ccc(Br)cc2)cc(C=O)c1O	-6%	13µM*	-4%	-11%	-2%	-49%[inhibitor]	-3%	-38%[inhibitor]
41	Oc1ccc2ccccc2c1CNc1ccccc1	3%	0%	14%	15%	6%	-3%	38%	-1%
42	O=C(Nc1ccc(C(=O)Nc2ccccc2Cl)cc1)c1cccnc1	?	24%	-3%	-1%	2%	-21%	-23%	-7%
43	Fc1ccc(-c2nc(-c3cnccn3)no2)c(Cl)c1	-2%	3%	2%	9%	2%	-23%	-17%	-5%
44	CCCCN1CC(COCc2ccccc2)OCCS1(=O)=O (configuration not stated)	6%	?	-12%	2%	8%	i	4%	6%
45	CN1CCc2ccc(NC(=O)c3ccc(C(F)(F)F)cc3)cc2C1	15%	24%	-3%	6%	-1%	-49%[inhibitor]	8%	3%
46	O=C(CSc1nnc(COc2ccccc2)o1)N1CCN(c2ccccc2)CC1	4%	-3%	1%	-5%	0%	20%[57.5 µM]	14%	8%&4%
47	O=C(/C=C/[C@H]1O[C@@H](n2cnc3c(NC(=O)c4ccccc4)ncnc32)[C@H](O)[C@@H]1O)NCc1ccc2c(c1)OCO2	-14%	-6%	-1%	9%	2%	-21%	-6%	-4%
48	COc1ccc(-c2ccc3oc(-c4ccsc4)c(-c4ccc(OC)cc4)c3c2)cc1	-5%	16%	-3%	2%	13%	-15%	-23%	3%
49	CCCCC1=CC2=C(c3ccco3)C(=O)C(C)(OC(=O)c3ccc(OC)cc3)C(=O)C2=CN1Cc1ccco1 (configuration not stated)	-10%	19%	-6%	-2%	6%	i	?	1%
50	Cn1ccnc1SCC(=O)c1cc2ccccc2o1	3%	-24%	4%	2%	-1%	-24%	-1%	7%
51	O=C(Cn1nc(Cl)nc1Cl)c1ccc(F)cc1	-20%	24%	-1%	-2%	0%	-3%	18%	2%
52	CC1CCN(C(=O)c2ccc(NS(C)(=O)=O)cc2)CC1	5%	4%	-4%	-4%	2%	-14%[57.5 µM]	13%	-1%

Another view of part of the listing above.
Values in the order – EPAC1 antagonist, TDP-43 yeast inh, EPAC1 agonist, EPAC2 agonist, EPAC2 antag, PTHR1 ag, FUS yeast rescue, aSyn yeast inh
#42 O=C(Nc1ccc(C(=O)Nc2ccccc2Cl)cc1)c1cccnc1
  ?, 24%, -3%, -1%, 2%, -21%, -23%, -7%
#43 Fc1ccc(-c2nc(-c3cnccn3)no2)c(Cl)c1
  -2%, 3%, 2%, 9%, 2%, -23%, -17%, -5%
#44 CCCCN1CC(COCc2ccccc2)OCCS1(=O)=O (configuration not stated)
  6%, ?, -12%, 2%, 8%, i, 4%, 6%
#45 CN1CCc2ccc(NC(=O)c3ccc(C(F)(F)F)cc3)cc2C1
  15%, 24%, -3%, 6%, -1%, -49%[inhibitor], 8%, 3%
#46 O=C(CSc1nnc(COc2ccccc2)o1)N1CCN(c2ccccc2)CC1
  4%, -3%, 1%, -5%, 0%, 20%[57.5 µM], 14%, 8%&4%
#47 O=C(/C=C/[C@H]1O[C@@H](n2cnc3c(NC(=O)c4ccccc4)ncnc32)[C@H](O)[C@@H]1O)NCc1ccc2c(c1)OCO2
  -14%, -6%, -1%, 9%, 2%, -21%, -6%, -4%
#48 COc1ccc(-c2ccc3oc(-c4ccsc4)c(-c4ccc(OC)cc4)c3c2)cc1
  -5%, 16%, -3%, 2%, 13%, -15%, -23%, 3%
#49 CCCCC1=CC2=C(c3ccco3)C(=O)C(C)(OC(=O)c3ccc(OC)cc3)C(=O)C2=CN1Cc1ccco1 (configuration not stated)
  -10%, 19%, -6%, -2%, 6%, i, ?, 1%
#50 Cn1ccnc1SCC(=O)c1cc2ccccc2o1
  3%, -24%, 4%, 2%, -1%, -24%, -1%, 7%
#51 O=C(Cn1nc(Cl)nc1Cl)c1ccc(F)cc1
  -20%, 24%, -1%, -2%, 0%, -3%, 18%, 2%
#52 CC1CCN(C(=O)c2ccc(NS(C)(=O)=O)cc2)CC1
  5%, 4%, -4%, -4%, 2%, -14%[57.5 µM], 13%, -1%

This is a subset; count on the stated rates, not on these rows.
